High-throughput results: PubChem BioAssay, several laboratories
KOR beta-arrestin-1 – kappa opioid receptor blockers – cell-based, luminescence, uHTS (AID 1778); inhibition, % at 10 µM; hits with a dose series show IC50 in µM; hit rate 0.091% among 290,000; KOR beta-arrestin recruitment, luminescence, antagonist mode; higher % means a stronger effect; in the data active means inhibition above about 50%; further: strong numbers were not always called active
NOD1 inhibition – NOD1 signaling inhibitors, primary screen, cell-based, luminescence, uHTS (AID 1578); NOD1-driven NF-kB luciferase reporter cells, luminescence; higher % means a stronger effect; inhibition, % at 4 µM; hits with a dose series show EC50 in µM; hit rate 1% among 290,000; in the data active means inhibition mostly above about 36%, no sharp cut-off; inactive means mostly below about 34%;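 further: HEK-293T reporter cells stimulated with the NOD1 agonist gamma-tri-DAP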
KOR beta-arrestin-2 – kappa opioid receptor activators – cell-based, luminescence, uHTS, primary screen (AID 1777). KOR beta-arrestin recruitment, luminescence; higher % means a stronger effect. hit rate 0.02% among 280,000. activation, % at 10 µM; hits with a dose series show EC50 in µM; in the data active means activation above about 50%, passing the limit was not always enough; further: a part of the inactive calls stands beside numbers as strong as those of hits
HIV peptide binding – inhibitors of HIV fusion peptide binding, primary screen, biochemical, uHTS, fluorescence dequenching (AID 1986); one-dose inhibition, % at 20 µM; IC50 in µM for titrated hits; cell-free peptide binding, fluorescence dequenching, 30 min; higher % means a stronger effect; hit rate 0.3% among 290,000; in the data active means inhibition mostly above about 52%, no sharp cut-off; inactive means mostly below about 76%; further: some results filed as inactive read as strong as hits
GPR35 arrestin U2OS – GPR35 antagonists blocking zaprinast-driven arrestin recruitment, primary screen, imaging, U2OS, beta-arrestin-GFP, zaprinast agonist (AID 2058). U2OS GPR35 beta-arrestin-GFP translocation imaging, zaprinast antagonism; higher % means a stronger effect. one-dose inhibition, % at 10 µM; IC50 in µM for titrated hits. hit rate 0.052% among 290,000;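 active means inhibition of at least 50% with at least 30 cells and total cytoplasm GFP at most 10,000,000; inconclusive means under 30 cells or total GFP of 10,000,000 plus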
West Nile virus CPE – inhibition of WNV-induced cytopathic effect – cell-based, CPE readout (AID 1621). hit rate 0.02% among 290,000. one-dose CPE inhibition, % at 10 µM; IC50 in µM for titrated hits. West Nile virus-infected cells, CPE inhibition; higher % means a stronger effect; in the data active means a potency from the dose series; inconclusive means CPE inhibition mostly from about 3.7% at the one dose, without a potency; inactive means the rest, 99 in 100 with CPE inhibition below about 2.2%; further: strong numbers were not always called active
Dengue-2 NS5 capping – Dengue-2 NS5 methyltransferase inhibitors, primary screen, biochemical, confirmation dose response (AID 588689); hit rate 0.3% among 340,000; inhibition, % at 25 µM, or IC50 in µM where a hit was titrated; Dengue-2 NS5 methyltransferase capping enzyme assay, biochemical; higher % means a stronger effect; in the data active means a potency from the dose series; inconclusive means inhibition above about 29% without an active follow-up result
GPR55 antagonists – inhibition of LPI-stimulated GPR55 beta-arrestin translocation – imaging, U2OS, beta-arrestin-GFP, LPI agonist, primary screen (AID 2013). hit rate 0.13% among 290,000. U2OS GPR55 beta-arrestin-GFP translocation imaging, LPI antagonism; higher % means a stronger effect. inhibition, % at 10 µM, or IC50 in µM where a hit was titrated;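 active means spots per cell inhibited over 60%, with over 100 cells counted and total cytoplasm intensity under 500,000; inconclusive means wells with under 100 cells, flagged as likely toxic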;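 further: U2OS cells stably carrying GPR55 and arrestin-GFP stimulated by 5 µM LPI near EC80; imaged beta-arrestin-GFP aggregate spots per cell after agonist stimulation; plate controls were LPI-stimulated DMSO wells for no effect and DMSO wells without LPI for full effect; some results filed as inactive read as strong as hits; confirmed hits need IC50 under 10 µM and bright autofluorescent wells are also inconclusive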
GPR55 activation – GPR55 agonists via beta-arrestin recruitment, primary screen, imaging, U2OS cells, beta-arrestin-GFP redistribution (AID 1961); U2OS GPR55 beta-arrestin-GFP redistribution imaging; higher % means a stronger effect; activation, % at 10 µM, or EC50 in µM where a hit was titrated; hit rate 0.048% among 290,000;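 active means activation above 40% with more than 50 cells counted in the well; inconclusive means wells holding fewer than 50 cells, flagged as toxic or sparse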;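 further: U2OS osteosarcoma cells stably expressing GPR55 and beta-arrestin-GFP; plate controls were DMSO negative control for no effect and LPI positive control for full effect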
Dengue-2 NS5 capping pilot replicate – also measured in Dengue-2 NS5 capping; calls as there; inhibition, %; measured here: pilot screen replicate inhibition
Starred values were filed as active, the others as inactive; u = inconclusive; x = no result given; [ ] = remark or other dose.

SMILES	KOR beta-arrestin-1	NOD1 inhibition	KOR beta-arrestin-2	HIV peptide binding	GPR35 arrestin U2OS	West Nile virus CPE	Dengue-2 NS5 capping	GPR55 antagonists	GPR55 activation	others
COC(=O)c1cccc(NC(=O)CC2C(=O)NCCN2C(=O)Nc2cc(C)cc(C)c2)c1 (centres undefined)	-6%	-34%	5.1%	-0.1%	6%	-0.4%	-2%	4%	-0.1%
CCN(CC)C(=O)CC(c1cc(OC)c(OC)c(OC)c1)c1c(OC)cc(OC)c2c(-c3ccccc3)cc(=O)oc12 (centres undefined)	22%	-5%	-0.9%	4.3%	-3%	-0.5%	-4%	12%	1.3µM*
O=S(=O)(c1ccc(F)cc1)N1CCC(O)(c2ccc3c(c2)OCO3)CC1	-21%	-25%	5.1%	0.6%	-1%	-0.5%	3%	-20%	0.3%
COc1ccc(CNS(=O)(=O)c2c(C(=O)N3CCCCCC3)c(C)n(C)c2C)cc1	-25%	-8%	-14%	0.4%	-4%	0.1%	-10%	5%	0.2%
CC(C)NC(=O)C12CC3CC(C1)CC(n1cnc(Cl)n1)(C3)C2	21%	-10%	2.0%	0.0%	-3%	0.2%	2%	-2%	-0.1%
CC(=O)c1ccc(/C=C/c2nc3ccccc3n2C)o1	-13%	0%	4.0%	0.0%	8%	0.0%	x	-14%	0.6%
COC(=O)C1=C(C)NC(C)=C(C(=O)OC)C1c1ccc(N(C)C)cc1	-58%	-3%	-3.9%	-0.1%	0%	0.2%	8%	7%	-0.1%	Dengue-2 NS5 capping pilot replicate=-3.5
COc1ccccc1N(CC(=O)NCc1ccco1)S(C)(=O)=O	14%[20 µM]	-21%	-8.4%	-2.1%	-9%	0.1%	-2%	4%	1.0%
Cc1cc(C)cc(N(CC(=O)N2CC=C(c3ccccc3)CC2)S(=O)(=O)c2c(C)noc2C)c1	-17%	5%	0.0%	3.3%	8%	-1.1%	-2%	-7%	0.3%
O=C(CCN1C(=O)C2C3C=CC(C3)C2C1=O)N1CCN(c2cccc(Cl)c2)CC1 (centres undefined)	-22%	x	3.9%	-2.7%	-5%	-0.4%	-3%	-6%	-0.3%
O=C(CSc1nnc(CNC(=O)c2ccco2)o1)c1ccccc1	8%	-19%	-1.6%	-1.4%	-8%	0.3%	5%	8%	-0.1%
CCCN(CC(=O)Nc1ccc(C)cc1Br)CC(=O)Nc1ccc(F)c(F)c1F	22%	-18%	2.2%	-0.2%	-8%	-2.1%	2%	-2%	-0.1%

Reprinted from the part before: three entries, followed by the next part.
SMILES	KOR beta-arrestin-1	NOD1 inhibition	KOR beta-arrestin-2	HIV peptide binding	GPR35 arrestin U2OS	West Nile virus CPE	Dengue-2 NS5 capping	GPR55 antagonists	GPR55 activation	others
O=C(CCN1C(=O)C2C3C=CC(C3)C2C1=O)N1CCN(c2cccc(Cl)c2)CC1 (centres undefined)	-22%	x	3.9%	-2.7%	-5%	-0.4%	-3%	-6%	-0.3%
O=C(CSc1nnc(CNC(=O)c2ccco2)o1)c1ccccc1	8%	-19%	-1.6%	-1.4%	-8%	0.3%	5%	8%	-0.1%
CCCN(CC(=O)Nc1ccc(C)cc1Br)CC(=O)Nc1ccc(F)c(F)c1F	22%	-18%	2.2%	-0.2%	-8%	-2.1%	2%	-2%	-0.1%
COC(=O)c1cc(S(=O)(=O)N2CCC(c3cc(OC)ccc3OC)C2)c[nH]1 (centres undefined)	-9%	20%	-1.3%	-0.8%	-7%	-0.4%	-1%	-3%	-0.1%
COC(=O)c1ccccc1OS(=O)(=O)N(C)C	-56%[20 µM]	-15%	0.1%	-0.7%	-2%	0.4%	9%	-8%	-0.1%
CCSc1nsc(SCC)c1C(N)=O	-22%	-32%	-2.0%	3.4%	11%	-0.4%	0%	-5%	-0.3%
CCCNC(=O)c1ccc(CN2CCOCC2)cc1	-31%[20 µM]	-15%	1.0%	-1.7%	0%	0.1%	-1%	5%	-0.1%
Cc1c(-c2ccccn2)c(=O)[nH]n1-c1ccc(F)cc1	47%	-25%	-2.1%	-0.9%	-10%	0.3%	-1%	8%	0.3%
Cc1cccn2c(=O)c3cc(C(=O)NC4CCCC4)c(=N)n(CCCN4CCOCC4)c3nc12	27%	-13%	-2.0%	-1.3%	4%	0.1%	-2%	-4%	-0.2%
O=C1CCCN1CCCNS(=O)(=O)c1ccc(Cl)c(C(=O)N2CCOCC2)c1	4%	-2%	-0.5%	-0.6%	-4%	0.8%	-4%	2%	0.0%
O=C(CSc1nnc2scc(-c3ccc(Cl)cc3)n12)NCc1ccc2c(c1)OCO2	0%	-31%	1.1%	2.5%	-4%	u	-1%	1%	0.0%
COc1cc(NCCC(=O)c2cccs2)c(OC)cc1Cl	6%	-33%	-1.5%	-1.1%	-1%	-0.3%	-10%	9%	0.0%
O=C(NC(=S)Nc1cc(C(F)(F)F)ccc1N1CCOCC1)c1sc2ccccc2c1Cl	-5%	-28%	-4.9%	2.1%	-12%	-1.0%	0%	4%	0.1%
Cc1onc(C(=O)Nc2ccccc2C(F)(F)F)c1[N+](=O)[O-]	-40%	-4%	3.2%	-0.3%	-2%	-0.1%	-3%	-24%	-0.1%
CCO[C@@H]1OC(C(=O)N2CCCCCCC2)=C[C@H](c2ccc3c(c2)OCO3)[C@H]1CCCO	20%	-9%	-3.3%	1.7%	-3%	x	-15%	-2%	-0.2%

Already shown: entries from further up.
SMILES	KOR beta-arrestin-1	NOD1 inhibition	KOR beta-arrestin-2	HIV peptide binding	GPR35 arrestin U2OS	West Nile virus CPE	Dengue-2 NS5 capping	GPR55 antagonists	GPR55 activation	others
O=C1CCCN1CCCNS(=O)(=O)c1ccc(Cl)c(C(=O)N2CCOCC2)c1	4%	-2%	-0.5%	-0.6%	-4%	0.8%	-4%	2%	0.0%
O=C(CSc1nnc2scc(-c3ccc(Cl)cc3)n12)NCc1ccc2c(c1)OCO2	0%	-31%	1.1%	2.5%	-4%	u	-1%	1%	0.0%

The results go on.
SMILES	KOR beta-arrestin-1	NOD1 inhibition	KOR beta-arrestin-2	HIV peptide binding	GPR35 arrestin U2OS	West Nile virus CPE	Dengue-2 NS5 capping	GPR55 antagonists	GPR55 activation	others
COc1cccc(NC(=O)CN(C)C(=O)c2cccc(S(=O)(=O)N3CCN(c4ccccc4)CC3)c2)c1	-18%	2%	7.3%	1.0%	-6%	-1.0%	-6%	7%	0.0%
N#Cc1ccc2ccn(CC(=O)NC3CCCCCC3)c2c1	-3%	-6%	-5.6%	1.0%	0%	0.2%	1%	-1%	-0.1%	Dengue-2 NS5 capping pilot replicate=-6.1
CC(=O)Nc1c(Cl)n(C(C)=O)c2ccccc12	-14%	-24%	0.4%	-1.0%	-8%	-0.2%	3%	7%	0.3%
COc1ccc(-c2csc(-c3ccc(C(=O)O)cc3)n2)cc1	-33%	-78%	2.3%	14%	-7%	0.6%	4%	2%	0.6%
CCOc1cccc(NCc2cc3c(C(C)(C)C)nn(-c4ccccc4)c3[nH]c2=O)c1	22%	0%	2.9%	5.6%	5%	0.0%	7%	-9%	0.0%
CCC1(C)Cc2ccccc2-c2nc(NCCO)[nH]c(=O)c21 (centres undefined)	2%	11%	-1.3%	-1.6%	-9%	0.0%	-4%	8%	0.3%
CN(C)Cc1ccccc1Sc1ccc(O)cc1O	17%	-35%	7.9%	0.7%	5%	-0.6%	-4%	-11%	-0.2%
COc1ccc(-n2nc3ccccc3n2)cc1	-6%	8%	-7.2%	-2.4%	-3%	1.3%	-11%	10%	0.0%
COCCCNC(=O)CCCN1C(=O)c2cccnc2Sc2ccccc21	-26%	-2%	0.2%	0.2%	19%	0.3%	-8%	-8%	-0.3%
COc1cc2c(cc1NC(=O)CSc1nc3ccccc3[nH]1)oc1ccccc12	-22%	9%	-2.2%	2.1%	-2%	0.5%	-1%	9%	-0.3%
C=CCC(NCc1ccccc1)c1ccc(OC)cc1 (centres undefined)	-3%[20 µM]	-25%	-1.8%	-0.1%	-2%	-1.5%	-12%	-10%	0.9%
CCC(NC(=O)c1cc(COc2cncc(Cl)c2)on1)c1ccc(C)cc1 (centres undefined)	-26%	-11%	-1.8%	2.4%	0%	-0.3%	-10%	16%	-0.1%
Cc1cc(C(F)F)nn1CC(=O)NC1CCCC1	-18%	-6%	17%	-0.9%	-1%	0.0%	3%	2%	0.3%
O=C(CCC1CCCCC1)Nc1c[nH]c(=O)[nH]c1=O	-22%	-14%	2.8%	17%	-2%	0.3%	-10%	2%	0.2%
CCc1nc2ccc(C(=O)Nc3ccc4c(c3)OCO4)cc2nc1CC	-37%	-35%	-0.2%	-2.3%	-9%	-0.5%	-1%	11%	1.0%
CC(=O)N1c2ccc(S(=O)(=O)N(C)CC(=O)NC3CCCCC3C)cc2CC1C (centres undefined)	-25%	-14%	-3.3%	-1.0%	6%	-0.2%	3%	2%	-0.1%
CCOC(=O)CC(NC(=O)Cn1nnc(-c2ccccc2F)n1)c1ccc(OC)cc1 (centres undefined)	-9%	-18%	0.5%	0.2%	7%	-0.4%	5%	12%	-0.2%
Cc1ccc(C(=O)NCCNC(=O)c2cnccn2)cc1	-26%	-1%	-1.7%	0.8%	1%	1.4%	-5%	4%	0.0%
Cc1nc2ccccc2c2oc(C(=O)N3CCC(N4CCCCC4)CC3)cc12	4%	-6%	-2.6%	2.1%	1%	0.1%	-1%	12%	0.5%
O=c1[nH][nH]c(-c2ccccc2)c1C=Nc1cccc(Cl)c1	-5%	12%	2.1%	2.0%	-4%	-0.2%	-12%	-2%	-0.1%
N#C/C(=C\c1cccc([N+](=O)[O-])c1)C(=O)NCc1ccc(Cl)cc1	-64%	-38%	1.2%	0.6%	6%	-1.4%	-16%	-12%	-0.2%
Cc1cccc(N(C(=O)c2ccco2)C(C(=O)NC2CCCC2)c2cccnc2)c1C (centres undefined)	-24%	-29%	-0.2%	-0.8%	-6%	-0.4%	-16%	4%	0.3%
CCOC(=O)c1c(C)n(-c2ccc(OC)cc2)c2ccc(O)c(CN(C)C)c12	-19%	-4%	4.6%	0.1%	-8%	0.4%	-3%	15%	-0.3%
CCCN1CCN(C(=O)Cn2nc(C)n3c(cc4sccc43)c2=O)CC1	3%	-16%	-8.6%	-1.0%	-12%	-0.1%	-4%	2%	-0.3%
Cc1ccc(-c2nc(CS(=O)CC(=O)NCCCN3CC(C)CC(C)C3)c(C)o2)cc1 (centres undefined)	-27%	8%	-1.7%	2.1%	-6%	-0.3%	-1%	4%	-0.1%
COc1ccc(NC(=O)NCCc2cccc(Cl)c2)cc1OC	-28%[20 µM]	-38%	-8.0%	-2.7%	14%	-0.5%	-1%	-14%	-0.1%
O=c1c(Cl)c(Cl)cnn1-c1ccccc1	7%	-12%	3.9%	2.3%	2%	-2.0%	-13%	41%	-0.2%
CC(=O)OCC(=O)Nc1c(C)cc(C)cc1C	14%	-31%	-0.3%	-0.1%	0%	0.2%	-1%	-4%	0.3%

Some of the compounds tested (hit frequency here may not be typical).
